HT1080 IDH1KD tx: qHTS for induction of synthetic lethality in tumor cells producing 2HG: qHTS for the HT-1080-IDH1KD cell line; Potency, µM (titrated, usually from 46.1 µM), without a hit: at the highest dose activity, negative = toxicity, most hits filed as cytotoxic; AID 686971, 2013; HT-1080 IDH1 knockdown viability, ATP luminescence, 48 h; 2% of 360,000 active;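 note: potency is the fitted concentration of half-maximal effect; 0% = DMSO wells and -100% = cell-free medium wells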
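Knockdown cells (IDH1KD HT-1080) received compounds 2 h after plating at 750 cells/well and were kept 48 h at 37 °C in 5% FBS RPMI. A CellTiter-Glo luminescence read gave % activity for curve fitting.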
HT1080-NT tox: qHTS for induction of synthetic lethality in tumor cells producing 2HG: qHTS for the HT-1080-NT fibrosarcoma cell line. 1.6% of 360,000 active. Potency, µM (top dose mostly 46.1 µM), without a hit: top-dose activity, negative = less viability, usual class: cytotoxic. AID 686970, 2013. HT-1080-NT fibrosarcoma viability, CellTiter-Glo ATP luminescence, 48 h;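 note: NT is the 2HG producing partner of a matched IDH1 knockdown line; potency is the fitted concentration of half-maximal effect; 0% = DMSO-treated cells and -100% = media-only wells without cells; nearly all actives have a fitted effect of over 55% in size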
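HT-1080-NT fibrosarcoma cells (2HG-overproducing), 750 cells/well in RPMI with 5% FBS, dosed after 2 h and incubated 48 h at 37C. CellTiter-Glo luminescence normalized to DMSO and no-cell wells; concentration-response curves fitted and classed.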
DRD3 antagonist: qHTS of D3 Dopamine Receptor Antagonist: qHTS. D(3) dopamine receptor (Homo sapiens), P35462. max response, negative = inhibition, %. 2.5% of 360,000 active. AID 652054, 2013. D3R cells, DiscoveRx beta-arrestin luminescence, antagonist mode; hits give low values; in the data active = max response below about -50%; inconclusive = no clear call, values can overlap the other calls; note: % is set by controls: 0 for no effect and ±100 for the full control effect; mostly tested at two doses, the higher about 12 µM
Target sequence (P35462 whole entry, looked up): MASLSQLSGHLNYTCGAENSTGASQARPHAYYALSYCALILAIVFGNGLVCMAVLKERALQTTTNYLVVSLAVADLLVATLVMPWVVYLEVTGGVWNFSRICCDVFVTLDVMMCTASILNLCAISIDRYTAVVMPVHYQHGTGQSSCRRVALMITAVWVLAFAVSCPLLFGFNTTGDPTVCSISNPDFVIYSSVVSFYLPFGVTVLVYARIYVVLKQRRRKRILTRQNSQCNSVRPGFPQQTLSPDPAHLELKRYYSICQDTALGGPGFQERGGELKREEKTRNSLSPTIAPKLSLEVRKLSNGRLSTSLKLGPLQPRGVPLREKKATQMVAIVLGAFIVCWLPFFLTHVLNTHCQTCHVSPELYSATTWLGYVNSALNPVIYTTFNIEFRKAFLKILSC
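Cells plated overnight at 1500 cells/well, then exposed to library compounds with dopamine controls for 90 minutes at 37 degrees C. DiscoveRx reagent added for 30–60 minutes at room temperature; luminescence read, quantitative HTS format.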
IL-1B inflam inh: qHTS for Inhibitors of Inflammasome Signaling: IL-1-beta AlphaLISA Primary Screen. 4.7% of 360,000 active. activity change, % at 57.5 µM. THP-1 LPS/ATP IL-1B secretion, AlphaLISA, 16 h; hits give low values; in the data active = activity change below about -50%; inconclusive = mostly about -30% to -49%; note: % is set by controls: 0 for no effect and ±100 for the full control effect
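THP-1 cells pretreated 1 hr with compounds (up to 57.5 uM final), then stimulated with LPS (250 ng/mL final) plus ATP (1.25 mM final); secreted IL-1B measured by AlphaLISA after 16 hr, decreased signal indicating inhibition.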
GLP-1R agonist: qHTS of GLP-1 Receptor Agonists. AID 624172, 2012. Glucagon-like peptide 1 receptor (Homo sapiens), P43220. 0.007% of 380,000 active. Potency, µM (highest dose often 45.6 µM), without a hit: top-dose activation, usual class: activators. HEK293 GLP-1R CRE-luciferase, luminescence, 4-6 h; cells express a hypersensitive GLP-1R form; note: potency is the fitted concentration of half-maximal effect; % of control where 0% means no effect
Target sequence (P43220 whole entry, looked up): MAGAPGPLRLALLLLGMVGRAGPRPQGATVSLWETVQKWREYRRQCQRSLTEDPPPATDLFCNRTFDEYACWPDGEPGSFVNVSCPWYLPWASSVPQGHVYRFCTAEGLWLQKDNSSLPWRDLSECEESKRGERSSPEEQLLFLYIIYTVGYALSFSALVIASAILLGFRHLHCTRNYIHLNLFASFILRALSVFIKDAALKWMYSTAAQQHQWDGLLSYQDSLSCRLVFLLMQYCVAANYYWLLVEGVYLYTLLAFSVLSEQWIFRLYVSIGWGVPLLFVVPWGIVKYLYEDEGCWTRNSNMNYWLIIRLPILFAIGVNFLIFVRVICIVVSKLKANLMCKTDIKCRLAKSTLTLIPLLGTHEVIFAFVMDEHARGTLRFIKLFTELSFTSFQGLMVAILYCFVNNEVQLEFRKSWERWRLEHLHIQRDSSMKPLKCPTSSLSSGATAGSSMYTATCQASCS
KB-V1 cytotox: qHTS assay for MDR1-selective chemotherapeutics: Primary screen using the drug-selected MDR subline cells KB-V1. AID 1347076, 2019. 3.4% of 400,000 active. Potency, µM (titrated, usually from 46.1 µM), for the others: top-dose activity change, negative = cytotoxicity, most hits filed as cytotoxic. KB-V1 MDR cells viability, CellTiter-Glo, 72 h; note: potency is the fitted concentration of half-maximal effect; % is set by controls: 0 for no effect and ±100 for the full control effect; nearly all actives have a fitted effect of over 60% in size
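Readout: CellTiter-Glo luminescence, 10 min after addition. Cells: KB-V1 MDR subline, 72 h at 37 degrees C with compound. Analysis: corrected, normalized data fitted to concentration-effect curves.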
SW480 rerep: A quantitative high throughput screen for small molecules that induce DNA re-replication in SW480 colon adenocarcinoma cells; SW480 DNA re-replication, Hoechst DNA content imaging, 48 h; Potency, µM (series often up to 46.1 µM), for the others: at the top dose re-replication activation, hits mostly activators; 1.8% of 340,000 active; note: potency is the fitted concentration of half-maximal effect; % of control where 0% means no effect; nearly all actives have a fitted effect of over 55% in size
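Quantitative HTS format with DMSO vehicle controls; 48 hr drug incubation at 37 C, then 40 min Hoechst staining and scanning imager measurement at 405 nm excitation.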
D3 ag: qHTS of D3 Dopamine Receptor Agonist: qHTS | D(3) dopamine receptor (Homo sapiens), P35462 | D3R DiscoveRx beta-arrestin cells, luminescence, 90 min | 0.58% of 410,000 active | max activation, %; in the data active = max activation above about 30%; note: 0% is about no effect; mostly tested at two doses, the higher about 12 µM
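Cells at 1500/well, incubated overnight, then treated with pinned compounds (dopamine as control) for 90 min at 37 degrees C. DiscoveRx reagent added for 30 - 60 minutes at room temperature; luminescence read.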
KB-3-1 tox: qHTS assay for MDR1-selective chemotherapeutics: Primary screen using the parental adenocarcinoma cell KB-3-1 | KB-3-1 viability, CellTiter-Glo ATP luminescence, 72 h | Potency, µM (highest dose often 46.1 µM), for inactives: top-dose activity change, negative = cytotoxic, actives largely listed as cytotoxic | 1.4% of 400,000 active; note: potency is the fitted concentration of half-maximal effect; % is set by controls: 0 for no effect and ±100 for the full control effect; nearly all actives have a fitted effect of over 60% in size
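KB-3-1 cells, DMEM (no phenol red) + 10% FBS; compound by pin transfer, 72 h, 37 °C. Readout: CellTiter-Glo luminescence after 10 min. Data normalized, curve-fitted.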
Numbers without * were called inactive; ? = inconclusive; · = not tested or not shown; ! = a repeat was not active; [ ] = another dose, or the depositor's remark. Unless noted, calls come from the whole dose curve; as a rule, active = well fitted curve in the direction sought with a large enough effect; inconclusive = small, poorly fitted or top-dose-only effect, or another doubt; inactive = no such curve, though single readings can be large; an effect the other way counts as inactive or inconclusive.

Sequence of screens: KB-V1 cytotox | IL-1B inflam inh | D3 ag | KB-3-1 tox | HT1080 IDH1KD tx | SW480 rerep | GLP-1R agonist | HT1080-NT tox | DRD3 antagonist
CCOC(=O)C1CN(S(=O)(=O)c2ccc(OC)cc2)c2cc(Cl)ccc2O1 (stereo not given)
 : 0% | 16 | -6 | -1% | -15% | ? | 17% | 0% | ?
Cc1ccc(S(=O)(=O)N2CCC(O)(c3cccnc3)CC2)cc1
 : 2% | 5 | 5 | -1% | 17% | -8% | 0% | -2% | -12
C=CCN(c1ccccc1C(=O)O)S(=O)(=O)c1ccc(C)cc1
 : 4% | -6 | 4 | 10% | 0% | -1% | 3% | 1% | 16
CCOC(=O)C1(Cc2ccc(Cl)cc2)CCN(C(=O)c2sc(C)nc2C)CC1
 : -23% | ? | 0 | ? | -25% | 3% | 3% | -5% | -8
O=C(O)Cn1c(SCCOc2ccc(Cl)cc2)nc2ccccc21
 : 0% | -15 | -12 | -4% | -5% | 1% | -4% | 2% | -24
O=C(c1cccc(C(=O)N2CCN(Cc3ccccc3)CC2)c1)N1CCN(Cc2ccccc2)CC1
 : ? | -22 | 2 | -11% | -9% | -3% | 0% | -2% | -15
CC1(C(=O)NS(=O)(=O)c2ccccc2)CCN1C(=O)Cc1cc(F)ccc1F (stereo not given)
 : -4% | 1 | -1 | 2% | 15% | · | -4% | 15% | 0
COc1ccc(-n2c(=O)c3c4c(sc3n(CC(=O)Nc3cc(C)[nH]n3)c2=O)CCCC4)c(OC)c1
 : 16% | -17 | -8 | -4% | ? | ? | 15% | ? | 1
Cc1cc(C)n2nc(C(=O)OCC(=O)NC3CCCCC3)nc2n1
 : -2% | 7 | 5 | -3% | 4% | 4% | -13% | 0% | 8
CCN1C(=O)/C(=C2/C=CC=CN2C)OC1=S
 : 3% | 3 | -1 | 8% | 6% | -9% | 3% | 7% | -3
N#CC1=C(N)Oc2c(oc(CO)cc2=O)C1c1ccsc1 (stereo not given)
 : -5% | 0 | 0 | 20% | -6% | -3% | -7% | 0% | -11
O=S(=O)(c1ccc2oc3ccccc3c2c1)N1CCOCC1
 : 16µM* | -8 | -10 | -15% | -14% | -8% | -2% | -9% | 10
COc1cccc(NC(=O)CCN2C(=O)C3CC=CCC3C2=O)c1 (stereo not given)
 : 3% | -4 | -1 | 5% | -17% | -7% | -6% | 1% | -8
O=C1OC(Cc2ccccn2)C(O)=C1C1=NCCCCN1 (stereo not given)
 : -9% | -3 | -3 | 14% | 6% | -7% | 0% | 16% | 17
CC(C)N1C(=O)N(c2ccc(Cl)cc2)C(C)(O)CC1(C)C (stereo not given)
 : 18% | 11 | 1 | 1% | 17% | 0% | 4% | 18% | 23
O=C(/C=C/c1ccccc1[N+](=O)[O-])NCCc1ccc(F)cc1
 : 7% | 14 | -3 | 1% | 2% | -9% | -2% | 10% | -13
CCCCC(=O)N(c1ccc(OC)cc1)C1C=CS(=O)(=O)C1 (stereo not given)
 : 8% | 1 | -3 | -1% | -2% | 14% | -8% | -5% | -109*
Cn1cc(C(=O)N/N=C/C=C/c2ccccc2)ccc1=O
 : 3% | 21 | 1 | -1% | 19% | 0% | 2% | 22% | 8
COc1ccc(CCNC(=O)c2nonc2N)cc1
 : -25% | -2 | -4 | 2% | 5% | -9% | -1% | 2% | -11
Cc1cccc(N2CCN(C(=O)C3CCCCC3)CC2)c1C
 : ? | -65* | -9 | -9% | -7% | 1% | -1% | -2% | -22
CC(C)NCC(O)COc1c(F)cc(Br)cc1F (stereo not given)
 : 4% | -12 | -4 | 25% | -2% | -10% | -5% | -13% | 11
CC(C)N(Cc1nccn1C)C(=O)CC1C(=O)NCCN1Cc1ccc(F)cc1 (stereo not given)
 : 16% | -8 | -7 | -11% | 10% | -16% | 1% | 16% | -2
COCCNC(=O)C(NC(=O)C1CCCCC1)C12CC3CC(CC(C3)C1)C2 (stereo not given)
 : 11% | 14 | 1 | 1% | 13% | 3% | 6% | 1% | 6
COc1cccc(-c2nc(C(N)=O)c3c(n2)n(-c2ccc4c(c2)OCO4)c(=O)n3C)c1OC
 : ? | · | 0 | 12% | · | · | 6% | · | ·
CN(C)c1ccccc1C(=O)N1CCC(n2nccc2NC(=O)C2CC2)CC1
 : 0% | -13 | 2 | 8% | 4% | 2% | 0% | 1% | 6
CC(=O)C1=C(S(=O)(=O)c2ccc(C)cc2)CS(=O)(=O)C1
 : -20% | ? | -7 | ? | ? | 15µM* | 7% | ? | -67*
Cc1onc(-c2ccccc2)c1C(=O)O/N=C(\N)c1ccc([N+](=O)[O-])o1
 : ? | -5 | 0 | ? | -25% | 12% | 14% | ? | -23
COc1cc(C2Nc3ccccc3C(=O)N2c2ccc(Cl)cc2)c(Cl)cc1OCC(=O)O (stereo not given)
 : -17% | -7 | -2 | 2% | 9% | ? | 0% | 6% | 0
Cc1c(-c2ccccc2)c(=O)oc2ccc(O)cc12
 : 11% | -8 | -1 | -21% | -1% | 18% | 0% | 0% | -17
CN1C(=O)N(CN2CCCCC2)C2C1N(C)C(=O)N2CN1CCCCC1 (stereo not given)
 : 0% | 18 | 4 | 12% | 10% | -2% | -7% | 14% | 6
O=C(Nn1cnnc1)c1cc(Br)ccc1Cl
 : 10% | 24 | 1 | -1% | 2% | -1% | -1% | 5% | 0
COCCCNC(=S)NNC(=S)Nc1cccc(Cl)c1
 : 0% | -11 | -10 | -6% | -3% | 23% | 3% | 5% | 70
CNc1cc(CSC)nc(SCc2ccc(Cl)c(Cl)c2)n1
 : ? | -3 | -6 | -2% | ? | ? | 17% | ? | -3
CC(=O)n1cc(-c2ccncc2)c2ccccc21
 : ? | ? | 3 | 10% | 0% | -14% | 1% | -2% | 0
CC1CCc2nc(NC(=O)CN3CCOCC3)sc2C1 (stereo not given)
 : 26% | 13 | -1 | 18% | 14% | -5% | -3% | 10% | -7
C=CCNS(=O)(=O)c1ccc(N2C(=O)c3ccccc3C2=O)cc1
 : 6% | 2 | 0 | 3% | 10% | -75%[inhibitor] | -6% | 1% | 17
CN(C)c1ccc(/C=N/NC(=O)c2ccc3c(c2)OCCO3)cc1
 : -3% | 0 | -1 | -10% | -2% | -22% | 5% | 2% | -19
O=C(CCCOC(=O)c1ccc(O)cc1O)c1ccc(F)cc1
 : -2% | 2 | -7 | -20% | 0% | -1% | 11% | 2% | 15
COc1cccc(CN2C(=O)CCC2(C)C(=O)NCCc2ccc(OC)c(OC)c2)c1 (stereo not given)
 : 3% | 24 | 1 | 2% | 12% | 0% | 15% | 14% | -8
CCc1ccc(C2=NN(CCC(=O)NCC3CCCO3)C(=O)CC2)cc1 (stereo not given)
 : -2% | -16 | 1 | 14% | 21% | -37%[inhibitor] | 8% | 21% | 2
COc1ccc(-c2cc(C(F)(F)F)nc(SCCC(=O)Nc3ccc(NC(C)=O)cc3)n2)cc1
 : -30% | · | 0 | -15% | · | · | 5% | · | ·
COc1ccccc1OCc1ccc(C(=O)N2CCCCC2)o1
 : -20% | -3 | 2 | 10% | 8% | -5% | 12% | 0% | -1
COCCCNC(=O)C1CCN(c2cc(C)nc3c(-c4ccc(Cl)cc4)c(C)nn23)CC1
 : 0% | · | 5 | -1% | · | · | 1% | · | ·
Cc1ccnc2nc(C(=O)Nc3ccc4c(c3)OCO4)nn12
 : -10% | -11 | 7 | ? | -20% | 1% | -7% | ? | -13
Cc1sc(NC(=O)Cc2ccc3c(c2)OCO3)nc1-c1ccc2c(c1)CCN2C(=O)c1cccc(F)c1
 : 0% | 5 | 5 | -7% | -18% | -8% | 0% | -4% | 31
O/N=C/c1cc(Br)cs1
 : 25% | 3 | 5 | 3% | 6% | 0% | 2% | 8% | 23
Cc1ccc(C2(C)NC(=O)N(CC(=O)NCc3cccs3)C2=O)cc1 (stereo not given)
 : -12% | 11 | -1 | -6% | 1% | 24% | -2% | 11% | 1
Cc1c(C(=O)Nc2ccc(-c3nnc4n3CCCCC4)cc2)oc2c1ccc1ccccc12
 : ? | -98* | -12 | ? | 15µM* | ? | -1% | ? | 39
O=C(C1=C[C@@H](C2CC2)C[C@@H](OCc2ccc(CO)cc2)O1)N1CCN(Cc2ccc3c(c2)OCO3)CC1
 : -8% | -28 | -21 | ? | -9% | 4%[9.22 µM] | 12% | 2% | -20
COc1ccc(S(=O)Cc2ccc(C(=O)N3CCN(c4cccc(C)c4C)CC3)o2)cc1 (stereo not given)
 : ? | 5 | 45*! | ? | 10% | ? | -5% | 16% | 89
